Compound activity (PubChem)
HCV inh = inhibitors of hepatitis C virus infection | Huh7.5.1 HCVcc-Cre infection, luciferase reporter, 44 h | Potency, µM (titrated, usually from 41.8 µM), for inactives: top-dose activity change, negative = inhibition, usual class: inhibitors | 340,000 compounds, 3.4% hits | AID 651820; further: potency means the concentration at half of the fitted maximal effect
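Cells (1,000/well) were plated 4 h before compound, then infected with HCVcc-Cre virus (~0.5 moi). After 44 h further culture, infection was read as luciferase luminescence following a 15 min substrate incubation at room temperature.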
HCMV antiviral = human cytomegalovirus inhibition; activity change, negative = inhibition, % at 57.5 µM; 410,000 compounds, 4.5% hits; AID 1259415; HFF cells, HCMV-luciferase reporter, 72 h; active compounds read low; in the data active means activity change below about -60%; inconclusive means no clear call, values can overlap the other calls; inactive means above about -39%
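Luciferase read-out from HCMV-luciferase-infected HFFs (MOI 1 PFU/cell) 72 h post infection at 37C; compounds added after 16 h cell attachment; activity normalized between buffer-only basal and Salinomycin (10uM) inhibitor controls.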
AmpC detergent = AmpC beta-lactamase inhibition with detergent present | P00811 | AmpC hydrolysis of nitrocefin, absorbance 480 nm, 0.01% Triton | Potency, µM (doses to about 114 µM), for the others: top-dose activity change, negative = inhibition, usual class: inhibitors | 370,000 compounds, 0.041% hits | AID 485294;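 further: potency means the concentration at half of the fitted maximal effect; 0% = no-compound wells and -100% = no-enzyme wells; nearly all actives have a fitted effect of over 25% in size; some results filed as inactive show a strong effect at the top dose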
Target sequence (P00811 whole entry, looked up): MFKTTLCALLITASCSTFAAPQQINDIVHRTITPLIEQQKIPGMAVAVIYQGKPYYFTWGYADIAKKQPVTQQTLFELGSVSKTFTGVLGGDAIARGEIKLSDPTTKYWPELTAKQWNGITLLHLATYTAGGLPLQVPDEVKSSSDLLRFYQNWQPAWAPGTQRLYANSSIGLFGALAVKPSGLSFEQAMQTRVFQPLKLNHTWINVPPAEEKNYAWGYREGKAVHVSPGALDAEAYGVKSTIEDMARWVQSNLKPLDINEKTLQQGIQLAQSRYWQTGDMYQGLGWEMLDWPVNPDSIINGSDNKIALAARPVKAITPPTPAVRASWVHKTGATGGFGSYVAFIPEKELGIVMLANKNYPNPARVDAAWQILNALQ
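20 mM phosphate pH 7.0 + 0.01% (detergent screen) or 0.0001% Triton X-100; 5.3 nM AmpC reagent; cpd preinc 15 min RT; nitrocefin (800 uM stock) to start; A480 q20 s × 4 min; Activity was normalised to no-enzyme and no-compound control wells.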
Sm TGR inh = S. mansoni TGR enzyme inhibition; Q962Y6; purified TGR, DTNB reduction, TNB absorbance 405 nm; Potency, µM (doses to about 114 µM), for the others: top-dose activity change, negative = inhibition, usual class: inhibitors; 360,000 compounds, 3% hits; further: potency means the concentration at half of the fitted maximal effect; nearly all actives have a fitted effect of over 60% in size
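First, TGR (20 nM dispensed) and NADPH were mixed with compound. Second, a 15 min room-temperature incubation followed. Third, further NADPH and then DTNB were added to start the reaction. Finally, TNB absorbance was monitored kinetically.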
AMA1 RON2 block = AMA1-RON2 (P. falciparum) interaction inhibition; AlphaScreen AMA1-biotinylated RON2 peptide binding; 360,000 compounds, 0.2% hits; Potency, µM (doses to about 58.2 µM), for inactives: top-dose activity change, negative = inhibition, usual class: inhibitors;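 further: potency means the concentration at half of the fitted maximal effect; 0% = vehicle wells and -100% = peptide control; nearly all actives have a fitted effect of over 45% in size; some results filed as inactive show a strong effect at the top dose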
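AMA1 (3D7) with his tag at 25 nM final met compounds first, then biotinylated RON2 peptide at 25 nM; detection used donor plus acceptor beads, 10 µg/mL apiece, read by AlphaScreen after 30 min at room temperature.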
Giardia FBPA inh = Giardia lamblia aldolase inhibition. AID 2451. purified Giardia FBPA. Potency, µM (doses to about 59.6 µM), without a hit: top-dose activity, negative = inhibition, usual class: inhibitors. A8B2U2. 290,000 compounds, 0.71% hits; further: potency means the concentration at half of the fitted maximal effect; nearly all actives have a fitted effect of over 55% in size
Target sequence (A8B2U2 whole entry, looked up): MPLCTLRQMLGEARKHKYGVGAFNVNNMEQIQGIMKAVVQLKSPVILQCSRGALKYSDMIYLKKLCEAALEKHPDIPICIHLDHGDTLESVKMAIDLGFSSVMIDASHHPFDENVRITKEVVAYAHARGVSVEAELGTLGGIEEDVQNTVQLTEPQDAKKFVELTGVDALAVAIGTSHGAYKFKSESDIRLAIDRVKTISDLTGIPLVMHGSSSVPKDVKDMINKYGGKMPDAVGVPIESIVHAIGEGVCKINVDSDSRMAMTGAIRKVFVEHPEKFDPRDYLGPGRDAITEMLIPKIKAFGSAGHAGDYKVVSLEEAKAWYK
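Giardia FBPA (40 nM reagent) was preincubated 10 min at RT with compound (up to 57.5 uM final), then substrate plus GAPDH/TPI/NAD/arsenate coupling system with diaphorase/resazurin was added; resorufin fluorescence (525/598 nm) was read after 20 min.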
Active calls of the source: *; & = joins results of further samples; [ ] = dose if it differs, or a comment. Unless noted, the call rests on the fitted dose curve; in most records, active means well fitted curve in the direction sought with a large enough effect; inconclusive means small, poorly fitted or top-dose-only effect, or another doubt; inactive means no such curve, though single readings can be large; an effect the other way counts as inactive or inconclusive. Unless noted, on the % scale 0 is the no-effect control and ±100 the full control effect.

For O=S(=O)(Nc1cccc(-c2cn3c(n2)SCC3)c1)c1ccccc1 the results were HCV inh 8%, HCMV antiviral 8, AmpC detergent -4%, Sm TGR inh -7% and AMA1 RON2 block 3%.
`CCOC(=O)C(/C(C)=N/NC(=O)c1ccccc1[N+](=O)[O-])C(C)C` (configuration not stated) gave HCV inh -10%, HCMV antiviral 14, AmpC detergent -1%, Sm TGR inh 3%, AMA1 RON2 block 10% and Giardia FBPA inh -1%.
Screening CN1C2CCC1CC(NC(=O)c1ccc([N+](=O)[O-])cc1)C2 (configuration not stated) returned HCV inh 27%, HCMV antiviral 45, AmpC detergent -12%, Sm TGR inh 0%, AMA1 RON2 block -8% and Giardia FBPA inh -5%.
CC(NC(=O)C1CCN(S(=O)(=O)c2cccc3cccnc23)CC1)c1ccccc1 (configuration not stated) was read as HCV inh -11%, HCMV antiviral 15, AmpC detergent 1%, Sm TGR inh 1% and AMA1 RON2 block -4%.
`O=C(CC(c1ccccc1)c1ccccc1O)NCCN1CCOCC1` (configuration not stated) gave HCV inh 7%, HCMV antiviral 6, AmpC detergent -12%, Sm TGR inh -2%, AMA1 RON2 block 40%[activator] and Giardia FBPA inh 9%.
For Cc1ccc(-n2c(SCC(=O)OC(C)C)nnc2-c2ccco2)cc1 the results were HCV inh 5%, HCMV antiviral -8, AmpC detergent -12%, Sm TGR inh -6%, AMA1 RON2 block 35%[activator] and Giardia FBPA inh 4%.
`COc1ccc(CCNc2nnc(C)c(=O)[nH]2)cc1OC` gave HCV inh -1%, HCMV antiviral -12, AmpC detergent -4%, Sm TGR inh -1%, AMA1 RON2 block 3% and Giardia FBPA inh 3%.
For Cc1nc(SCC(=O)Nc2ccc3c(c2)OCO3)c(C#N)c2c1CCCC2 the results were HCV inh inconclusive, HCMV antiviral -8, AmpC detergent -5%, Sm TGR inh -4%, AMA1 RON2 block -3% and Giardia FBPA inh 6%.
Screening C=CCn1c(C(O)c2ccccc2)nc2ccccc21 (configuration not stated) returned HCV inh -5%, HCMV antiviral -2, AmpC detergent inconclusive, Sm TGR inh -14%, AMA1 RON2 block 2% and Giardia FBPA inh 14%.
For O=C(NCCOc1ccccc1Cl)C(=O)c1c[nH]c2ccccc12 the results were HCV inh 3%, HCMV antiviral 61, AmpC detergent inconclusive, Sm TGR inh -1%, AMA1 RON2 block -7% and Giardia FBPA inh -5%.
Cn1c(=O)c2c(nc(NC(Cc3ccccc3)C(=O)O)n2Cc2ccccc2)n(C)c1=O (configuration not stated) was read as HCV inh -6%, HCMV antiviral -30, AmpC detergent inconclusive, Sm TGR inh -10%, AMA1 RON2 block -2% and Giardia FBPA inh 5%.
For CCc1cccc(NC(=O)Cn2c(-c3ccccc3)cc(C(C)=O)c2C)c1 the results were HCV inh -24%, HCMV antiviral 14, AmpC detergent -12%, Sm TGR inh -18%, AMA1 RON2 block -7% and Giardia FBPA inh 1%.
Screening Cc1cccc(NC(=O)N2CCCC(CNC(=O)c3ccccc3Cl)C2)c1C (configuration not stated) returned HCV inh 5%, HCMV antiviral -35, AmpC detergent 4%, Sm TGR inh 1%, AMA1 RON2 block 10% and Giardia FBPA inh 3%.
Cc1ccc(C(=O)Nc2ncc(Cc3ccc(F)cc3)s2)o1 was read as HCV inh -26%, HCMV antiviral -6, AmpC detergent inconclusive, Sm TGR inh 2%, AMA1 RON2 block 1% and Giardia FBPA inh -4%.
`CC1CCc2[nH]c3ccc(C(=O)N(C)CC(=O)Nc4ccccc4Cl)cc3c2C1` (configuration not stated) gave HCV inh inconclusive, HCMV antiviral -8, AmpC detergent -14%, Sm TGR inh 8% and AMA1 RON2 block inconclusive.

Next section; the last 2 above are carried over.
Cc1ccc(C(=O)Nc2ncc(Cc3ccc(F)cc3)s2)o1 was read as HCV inh -26%, HCMV antiviral -6, AmpC detergent inconclusive, Sm TGR inh 2%, AMA1 RON2 block 1% and Giardia FBPA inh -4%.
`CC1CCc2[nH]c3ccc(C(=O)N(C)CC(=O)Nc4ccccc4Cl)cc3c2C1` (configuration not stated) gave HCV inh inconclusive, HCMV antiviral -8, AmpC detergent -14%, Sm TGR inh 8% and AMA1 RON2 block inconclusive.
Screening Cc1ccc(C(=O)N/N=C\c2cccn2C)cn1 returned HCV inh 6%, HCMV antiviral -27, AmpC detergent -1%, Sm TGR inh 0%, AMA1 RON2 block 9% and Giardia FBPA inh -6%.
COc1ccc(C(CC(=O)N2CCC3(CC2)OCCO3)NS(=O)(=O)c2ccc(C)cc2)cc1 (configuration not stated) was read as HCV inh -18%&6%, HCMV antiviral 30, AmpC detergent 0%, Sm TGR inh -4%, AMA1 RON2 block 8% and Giardia FBPA inh -7%.
CCN1CCN(c2c(Cl)cccc2NC(=O)c2cccs2)CC1 was read as HCV inh -8%, HCMV antiviral -26, AmpC detergent 6%, Sm TGR inh 0% and AMA1 RON2 block 8%.
NS(=O)(=O)c1ccc(CNC(=O)/C=C/c2c(Cl)cccc2Cl)cc1 was read as AmpC detergent -12%, Sm TGR inh -7% and Giardia FBPA inh 0%.
For COc1cccc(-n2nnnc2SCC(=O)Nc2ccc(OC)cc2OC)c1 the results were HCV inh 6%, HCMV antiviral -10, AmpC detergent -21%, Sm TGR inh 3%, AMA1 RON2 block -9% and Giardia FBPA inh 2%.
Screening Cc1cc([N+](=O)[O-])ccc1NC(=O)CSc1nccc(=O)[nH]1 returned HCV inh 24%, HCMV antiviral 0, AmpC detergent inconclusive, Sm TGR inh 18%, AMA1 RON2 block 0% and Giardia FBPA inh 7%.
For Cc1ccc(CNS(=O)(=O)c2ccc3c(c2)C(C)(C)C(=O)N3C)cc1 the results were HCV inh -8%, HCMV antiviral 14, AmpC detergent -12%, Sm TGR inh -17%, AMA1 RON2 block -7% and Giardia FBPA inh 9%.
CN(c1ccccc1C(=O)Nc1ccc(S(=O)(=O)N2CCOCC2)cc1)S(=O)(=O)c1ccccc1 was read as HCV inh inconclusive, HCMV antiviral -8, AmpC detergent 1%, Sm TGR inh 4%, AMA1 RON2 block -2% and Giardia FBPA inh 0%.
Cc1cc(C)c2c(N)c(C(=O)NNC(=O)c3ccccc3)sc2n1 was read as HCV inh 18%, HCMV antiviral 29, AmpC detergent inconclusive, AMA1 RON2 block 36%[activator] and Giardia FBPA inh -15%.
`O=C(NNC(=S)NC(=O)c1ccccc1[N+](=O)[O-])c1ccccc1O` gave HCV inh -14%, HCMV antiviral -15, AmpC detergent 4%, Sm TGR inh -5%, AMA1 RON2 block 0.71µM* and Giardia FBPA inh 23%.
For CCCCCn1c(CNC(=O)c2ccccc2)nc2ccccc21 the results were HCMV antiviral -12, AmpC detergent 6% and Sm TGR inh -4%.
Screening O=C(Nc1ccc2c(c1)CCCN2C(=O)c1cccs1)c1c(F)cccc1F returned HCV inh inconclusive, HCMV antiviral -75*, AmpC detergent -9%&6%, Sm TGR inh 7%&2%, AMA1 RON2 block 10% and Giardia FBPA inh -2%.
Screening COc1ccc(C(=O)/C=C/c2ccc(N(C)C)cc2)c(OC)c1 returned HCV inh inconclusive, HCMV antiviral -6, AmpC detergent 1%, Sm TGR inh 4%, AMA1 RON2 block -4% and Giardia FBPA inh 7%.
`COc1cc([N+](=O)[O-])ccc1NC(=O)Nc1cccnc1` gave HCV inh -27%, HCMV antiviral -7, AmpC detergent 1%, Sm TGR inh -7%, AMA1 RON2 block 6% and Giardia FBPA inh 15%.
COc1ccc(NC(=O)c2ccc(C#N)cc2)cc1NS(=O)(=O)c1ccc(F)cc1 was read as HCV inh -22%, HCMV antiviral -18, AmpC detergent inconclusive, Sm TGR inh -10%, AMA1 RON2 block -11% and Giardia FBPA inh -6%.
COc1ccc(C(=O)Oc2cc(C)c(CN3CCOCC3)cc2C)cc1OC was read as HCV inh -17%, HCMV antiviral -3, AmpC detergent 0%, Sm TGR inh 40µM*, AMA1 RON2 block -4% and Giardia FBPA inh 4%.
`COc1cc(C=Nc2c(C)cc(C)cc2C)ccc1OC(C)=O` gave HCV inh -10%, HCMV antiviral 2, AmpC detergent 1%, Sm TGR inh -4%, AMA1 RON2 block 8% and Giardia FBPA inh 5%.
CC(NC(=O)c1ccccc1Br)C1CC2CCC1C2 (configuration not stated) was read as HCV inh 16%, HCMV antiviral 36 and AMA1 RON2 block 6%.
`COc1ccc(N2C(=O)CN(Cc3cc(OC)c(OC)c(OC)c3)C2=S)cc1` gave HCV inh inconclusive, HCMV antiviral -32, AmpC detergent 1%, Sm TGR inh 0%, AMA1 RON2 block 1% and Giardia FBPA inh 4%.
`COc1ccc(NS(=O)(=O)c2cccc(NC(=O)CCC(=O)c3ccc(Cl)cc3)c2)cc1` gave HCV inh 8.9µM*, HCMV antiviral -83*, AmpC detergent -6%, Sm TGR inh -2%, AMA1 RON2 block 7% and Giardia FBPA inh -3%.
Screening COc1cc(C2CC(=O)N(c3ccccc3)C3=C2C(=O)OC3)cc(OC)c1OC (configuration not stated) returned HCMV antiviral -6, AmpC detergent -2% and Sm TGR inh 4%.
For Cc1cccc(N2C(=O)CCC2=O)n1 the results were HCV inh 2%, HCMV antiviral 6, AmpC detergent inconclusive, Sm TGR inh 5%, AMA1 RON2 block 9% and Giardia FBPA inh 1%.
Screening CCc1ccc(OCC(=O)Nc2nnc(-c3ccco3)s2)cc1 returned HCV inh 5%, HCMV antiviral 0, AmpC detergent -6%, Sm TGR inh 27%, AMA1 RON2 block 15% and Giardia FBPA inh -3%.
CC(C)n1c(/C=C/[C@H](O)C[C@H](O)CC(=O)O)c(-c2ccc(F)cc2)c2ccccc21 was read as HCV inh 15%, AmpC detergent -10%, Sm TGR inh -12% and AMA1 RON2 block -4%.
Nc1c(C(=O)NCc2ccc3c(c2)OCO3)nnn1Cc1ccc(Br)cc1 was read as HCV inh -5%, HCMV antiviral -21, AmpC detergent 0%, Sm TGR inh 10%, AMA1 RON2 block -23% and Giardia FBPA inh -2%.
Screening Cn1c(=O)n(CC(N)=O)c(=O)c2c1nc1n2CCCN1Cc1ccccc1 returned HCV inh 7%, HCMV antiviral -32, AmpC detergent 0%, Sm TGR inh 2%, AMA1 RON2 block -5% and Giardia FBPA inh 6%.
Screening CC(NC(=O)COC(=O)c1ccc(Cl)cc1O)c1ccc(F)cc1 (configuration not stated) returned HCV inh -7%, HCMV antiviral 11, AmpC detergent 2%, Sm TGR inh 0%, AMA1 RON2 block 1% and Giardia FBPA inh 6%.
`Cc1cc(Cl)ccc1NC(=O)CCn1nc(C)c2c(C)n(-c3ccccc3)nc2c1=O` gave HCMV antiviral 5, AmpC detergent 4% and Sm TGR inh -11%.
Cc1cccc(-n2cc(CN3CCCN(C=O)CC3)c(-c3cccc(F)c3)n2)c1 was read as HCV inh 0%, HCMV antiviral 4, AmpC detergent 4%, Sm TGR inh 2%, AMA1 RON2 block -18% and Giardia FBPA inh -9%.
Screening COCCCNC(=S)NC(=O)c1ccc(C)cc1 returned HCV inh -4%, HCMV antiviral -11, AmpC detergent -5%, Sm TGR inh -26%, AMA1 RON2 block -2% and Giardia FBPA inh 3%.
`Cc1c(C(=O)N2CCCCCC2)c(S(=O)(=O)Nc2cccc(C#N)c2)c(C)n1C` gave HCMV antiviral -8, AmpC detergent 0% and Sm TGR inh -6%.
